Bioassay records (PubChem BioAssay)
D2 agonist: HTS Assay for Allosteric Agonists of the Human D2 Dopamine Receptor: Primary Screen for Agonists. HEK293 T-REx D2 cells, calcium flux agonist mode. activation, % at 2 µM. hit rate 0.53% among 340,000. AID 485358, 2010;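 active = activation over 3 SD above normal in the single-dose calcium agonist read, cut at about 30% in these data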; also: 0% is about no effect
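Tetracycline-induced HEK293 T-REx cells with force-coupled D2 receptor, plated overnight at 30 C, loaded with no-wash calcium dye. After a 10 s baseline, compound was pin-added and calcium flux read kinetically for 180 s; calcium rises flagged agonists.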
D2 antagonist: HTS Assay for Allosteric Antagonists of the Human D2 Dopamine Receptor: Primary Screen for Antagonists; AID 485344, 2010; D(2) dopamine receptor (Homo sapiens), P14416; inhibition, % at 10 µM; HEK293 TREx D2 cells, calcium flux, dopamine EC80; hit rate 2% among 340,000; in the data active = inhibition above about 30%; also: 0% is about no effect
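Calcium mobilization kinetics were recorded at 1 s intervals in tetracycline-induced HEK293 T-REx D2 cells, first for 180 s after compound addition and then 180 s after EC80 dopamine.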
Vif-APOBEC3G blk: qHTS for Inhibitors of Vif-A3G Interactions: qHTS; HeLa A3G-eYFP + Vif (tagged APOBEC3G with the HIV-1 protein that degrades it), YFP fluorescence, overnight; AID 602310, 2012; hit rate 0.076% among 410,000; Potency, µM (top dose mostly 46.1 µM), for inactives: at the highest dose activity, negative = active, most hits filed as inhibitors; DNA dC->dU-editing enzyme APOBEC-3G (Homo sapiens), Q9HC16;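 also: potency is read from the fitted curve at half-maximal effect; % is scaled to controls: 0 for no effect and ±100 for the full control effect; nearly all actives have a fitted effect of over 60% in size; hits raise eYFP signal because A3G escapes Vif-driven loss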
Target sequence (Q9HC16 whole entry, looked up): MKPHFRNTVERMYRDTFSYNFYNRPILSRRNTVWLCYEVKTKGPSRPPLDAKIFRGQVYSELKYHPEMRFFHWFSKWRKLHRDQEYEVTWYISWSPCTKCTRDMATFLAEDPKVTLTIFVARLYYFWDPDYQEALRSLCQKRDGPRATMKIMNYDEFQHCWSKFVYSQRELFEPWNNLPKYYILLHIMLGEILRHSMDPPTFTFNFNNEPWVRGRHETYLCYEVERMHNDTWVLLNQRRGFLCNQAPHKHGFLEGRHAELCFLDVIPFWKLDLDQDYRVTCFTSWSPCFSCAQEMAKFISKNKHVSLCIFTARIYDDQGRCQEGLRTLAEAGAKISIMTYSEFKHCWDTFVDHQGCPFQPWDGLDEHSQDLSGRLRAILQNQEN
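Read-out is eYFP fluorescence (Ex 488/Em 500-530) from Vif-expressing HeLa A3G-eYFP cells; more signal means A3G escaped Vif-mediated degradation. Cells plated overnight, compound pinned in, incubated overnight at 37 deg C.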
LDHA inh: qHTS assay for inhibitors of human lactate dehydrogenase; L-lactate dehydrogenase A chain (Homo sapiens), P00338; purified LDHA, NADH/diaphorase-resazurin fluorescence; hits give low values; activity change, % (values are at about 110 or 230 µM); hit rate 0.15% among 480,000; AID 1347041, 2019; in the data active = activity change below about -30%; inconclusive = mostly about -25% to -30%;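 also: plate controls were DMSO wells for no effect and wells without enzyme for full effect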
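Resorufin fluorescence (ex540/em590), read at 0 and 20 min after diaphorase/resazurin addition, reports the NADH left after a 5 min room-temperature reaction of 2 nM human LDH5 with 0.06 mM NADH and 0.2 mM pyruvate.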
Vif-A3F inh: qHTS for Inhibitors of Vif-A3F Interactions: qHTS | HeLa A3F-eYFP + Vif (tagged APOBEC3F with the HIV-1 protein that degrades it), YFP fluorescence increase | Potency, µM (series often up to 46.1 µM), for the others: top-dose activity, negative = active | hit rate 0.2% among 390,000 | AID 602313, 2012; also: potency is read from the fitted curve at half-maximal effect; % of control where 0% means no effect; nearly all actives have a fitted effect of over 65% in size
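Fluorescence increase (Ex 488/Em 500-530) after overnight compound treatment at 37 deg C flags inhibition of Vif-driven A3F-eYFP loss in stable HeLa A3F-eYFP/Vif cells seeded overnight beforehand.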
12-LOX inh: Primary qHTS assay for inhibitors of human arachidonate 12S-lipoxygenase (ALOX12): Round 2; Polyunsaturated fatty acid lipoxygenase ALOX12 (Homo sapiens), P18054; purified 12hLO, xylenol orange hydroperoxide absorbance; Potency, µM (doses to about 108 µM), for the others: at the highest dose activity change, negative = inhibition, hits mostly inhibitors; hit rate 1.1% among 580,000; AID 1671190, 2021; also: potency is read from the fitted curve at half-maximal effect; % is scaled to controls: 0 for no effect and ±100 for the full control effect
Target sequence (P18054 whole entry, looked up): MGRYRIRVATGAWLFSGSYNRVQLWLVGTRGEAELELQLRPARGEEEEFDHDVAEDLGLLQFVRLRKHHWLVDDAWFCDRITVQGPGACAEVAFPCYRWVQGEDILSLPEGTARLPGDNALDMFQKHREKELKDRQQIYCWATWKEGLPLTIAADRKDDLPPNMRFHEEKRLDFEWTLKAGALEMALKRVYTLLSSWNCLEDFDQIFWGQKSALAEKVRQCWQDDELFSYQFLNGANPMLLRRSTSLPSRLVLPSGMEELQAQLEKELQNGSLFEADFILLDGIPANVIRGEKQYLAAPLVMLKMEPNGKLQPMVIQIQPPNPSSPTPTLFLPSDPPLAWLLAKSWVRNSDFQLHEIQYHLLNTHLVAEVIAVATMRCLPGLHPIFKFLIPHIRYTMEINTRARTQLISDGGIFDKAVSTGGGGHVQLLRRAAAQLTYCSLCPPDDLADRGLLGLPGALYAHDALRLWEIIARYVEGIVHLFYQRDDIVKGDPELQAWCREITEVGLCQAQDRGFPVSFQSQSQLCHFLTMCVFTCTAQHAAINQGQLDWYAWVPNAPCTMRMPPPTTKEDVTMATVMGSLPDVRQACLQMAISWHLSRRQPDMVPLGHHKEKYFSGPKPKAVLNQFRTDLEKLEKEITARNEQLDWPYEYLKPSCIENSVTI
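Purified human 12hLO at 150 nM in 25 mM Hepes, 0.01% Triton X-100, pH 7.0, preincubated 15 min at room temperature with compound. Reaction started with 40 uM arachidonic acid, 30 min at room temperature. Hydroperoxide measured by Fe-xylenol orange, 573/405 nm absorbance ratio.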
ERG-DNA inh: qHTS for Small Molecule Inhibitors of the ERG Ets/DNA interaction. fluorescence polarization, His-ERG Ets domain / labelled DNA. Potency, µM (doses to about 76.9 µM), for the others: at the highest dose FP activity, negative = inhibition, usual class: inhibitors. hit rate 0.028% among 370,000; active = well fitted inhibition curve with a large enough effect in the polarisation, with a control signal flat; inconclusive = small, poorly fitted or top-dose-only effect, or effect the other way, or a change in a side signal; inactive = no such curve, though single readings can be large or run the other way; the % refers to the polarisation;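 also: polarization taken with two DNA probes labelled with fluorescein and Texas red; potency is read from the fitted curve at half-maximal effect; % of control where 0% means no effect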
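His-tagged ERG Ets domain (1 uM in the protein solution; 300mM KCl, 50mM Tris-HCl, 1mM EDTA, 1mM DTT, pH 7.5) received compound, then a probe mix of 5 nM fluorescein-DNA and 100nM Texas-615-DNA. Fluorescence polarization was read for both dyes.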
GRP78 ERSR act: qHTS for Inducers of the Endoplasmic Reticulum Stress Response (ERSR) in Human Glioma: qHTS | hit rate 0.02% among 420,000 | Potency, µM, inactives show at the top dose activation, most hits filed as activators | U87-MG GRP78 promoter luciferase reporter, 16 h; also: potency is read from the fitted curve at half-maximal effect; series mostly up to about 76 µM; % of control where 0% means no effect; nearly all actives have a fitted effect of over 35% in size
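Stably transfected U87-MG glioma cells carrying a GRP78-based luciferase sensor; 16 h compound incubation. Luminescence end-point read 10 min after Bright-Glo addition at room temperature.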
RGS4 inh: Inhibitors of Regulator of G Protein Signaling (RGS) 4: qHTS; Regulator of G-protein signaling 4 (Homo sapiens), P49798; Transcreener GDP fluorescence polarization, RGS4-accelerated GTP hydrolysis; Potency, µM (doses to about 114 µM), for the others: at the top dose activity change, negative = inhibition, most hits filed as inhibitors; hit rate 0.039% among 390,000; also: potency is read from the fitted curve at half-maximal effect; % is scaled to controls: 0 for no effect and ±100 for the full control effect; nearly all actives have a fitted effect of over 75% in size; some results filed as inactive show a strong effect at the top dose
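MLSMR compounds (23 nl, pin-transferred) preincubated 10 min at room temperature with a 500nM (2x) first reagent, then RGS4 at 900nM (2x) plus Transcreener GDP mix added; fluorescence polarization (620/688 nm) read before and after 90 min at 30 °C.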
Starred values were filed as active, the others as inactive; ? = inconclusive; . = no result given; & = joins results of further samples; [ ] = dose if it differs, or a comment. Unless noted, calls follow the shape of the dose curve; as a rule, active = well fitted curve in the direction sought with a large enough effect; inconclusive = small, poorly fitted or top-dose-only effect, or another doubt; inactive = no such curve, though single readings can be large; an effect the other way counts as inactive or inconclusive.

SMILES	D2 agonist	D2 antagonist	Vif-APOBEC3G blk	LDHA inh	Vif-A3F inh	12-LOX inh	ERG-DNA inh	GRP78 ERSR act	RGS4 inh
CN(c1cc(Cl)c2c(c1)OCO2)c1cc2c(c3c1ccn3C)C1CCC2C1 (configuration not stated)	.	.	-1%	-5	.	?	.	-2%	.
CN1/C(=C\C(=O)COC(=O)C2COc3ccccc3O2)C(C)(C)c2ccccc21 (configuration not stated)	0.3	-30	0%	-2	-7%	.	7%	-2%	-28%
CS(=O)(=O)N1Cc2ccccc2CC1C(=O)OCC(=O)NCc1ccccc1 (configuration not stated)	.	.	0%	-3	-6%	-15%	6%	-6%	-13%
CN(c1cccc(NC(=O)CN2C(=O)c3ccccc3S2(=O)=O)c1)S(C)(=O)=O	0.3	3	1%	-6	1%	0%	7%	-8%	24%
COc1ccc2c3c([nH]c2c1)[C@H]1C[C@H]2[C@H](C[C@@H](O)[C@H](OC)[C@H]2C(=O)O)CN1CC3	-0.4	3	5%	17	0%	-13%	15%	1%	7%
CC(=O)c1ccc(O)c(CC=C(C)C)c1O	.	.	-1%	-6	2%	?	-3%	-2%	10%
Cc1cc(C)c(C#N)c(SCC(=O)N(C)C2CCCCC2)n1	-1.0	-1	0%	-10	1%	30%[activator]	0%	-3%	?
Cc1ccc(S(=O)(=O)N2CCC(C(=O)OCC(=O)N(CCC#N)c3ccc(F)cc3)CC2)cc1C	-1.1	-4	2%	-1	-8%	-6%	3%	-3%	-7%
Cc1cccc(N=C2NC(=O)/C(=C/c3cn(C)c4ccccc34)S2)c1	0.4	-6	-8%	-1	?	?	0%	-2%	14%
Cc1ccc(Cl)cc1Nc1nn2c(=O)c3ccc(C(=O)NCc4ccc(F)cc4)cc3nc2s1	-0.9	.	2%	-2	-4%	5%	5%	-2%	-8%
O=C(O)CNC(=S)N(Cc1ccccc1)Cc1ccccc1F	0.1	2	1%	-1	5%	1%	13%	-4%	-1%
NNC(=O)C(=O)/C=C1\NC2(CCCC2)Cc2ccccc21	-0.1	4	-2%	-7	0%	455%[activator]	22%	-7%	5%
CC1CC(C)CN(CCCNC(=O)CN2C(=O)c3cccnc3Oc3ccccc32)C1 (configuration not stated)	1.5	-24	-2%	-2	3%	-9%	-6%	-3%	-7%
CC(=O)OC[C@@H]1CN(Cc2ccccc2)C[C@H](n2cnc3c(Nc4ccccc4)ncnc32)O1	.	.	-1%	0	.	0%	.	1%	.
CN1C(=O)C2(c3ccccc31)N(c1ccc(Br)cc1)C(=O)CS2(=O)=O (configuration not stated)	0.5	.	-3%	2&0	-2%	-23%&-9%	-1%	-1%	6%
Cc1nn(-c2ccccc2)c(C)c1/C=N/NC(=O)CSc1nnc(SCc2ccccc2Cl)s1	-2.4	11	3%	-11	0%	-16%	-14%	4%	-1%
COc1ccc(N2C(=O)C3ON(C4SC(=S)N(C)C4(C)C)C(c4ccc([N+](=O)[O-])cc4)C3C2=O)cc1 (configuration not stated)	0.4	2	1%	-3	0%	-7%	-1%	-7%	-10%[56.9 µM]
COc1ccc2c(C)c(CCC(=O)NCc3ccccc3OC)c(=O)oc2c1	1.7	.	-1%	-5	2%	-13%	1%	-2%	-1%
COc1ccc(NC(=O)c2cc3c(CO)cnc(C)c3oc2=Nc2cccc(C)c2)c(OC)c1	0.7	-20	0%	-5	12%	-14%	9%	-3%	8%[56.9 µM]
O=C(C1CCCCC1)N1CCN=C1SCc1cccnc1	-0.9	3	6%	-2	0%	7%	2%	-4%	18%
O=S(=O)(c1cccc(F)c1)N1CCN(Cc2cc3c(cc2Br)OCCO3)CC1	0.6	-8	-1%	0	3%	156%[activator]	3%	-4%	-12%
CC1C(=O)N(Cc2cn(CCC3OCCO3)nn2)CCS(=O)(=O)N1Cc1ccc(-c2cccc(N(C)C)c2)cc1 (configuration not stated)	.	.	-5%	5	-9%	7%	.	-3%	.
Cc1ccc(C(=O)N2CCN(C(=O)N3CCOCC3)CC2)cc1	0.1	2	0%	-14	-5%	1%	-1%	2%	29%
O=C(CC1CCCCC1)OCn1nnc2ccccc2c1=O	0.4	6	3%	-2	-6%	-28%	-7%	-4%	37%
O=C(NCc1ccc2c(c1)CCO2)Nc1cccc(C(F)(F)F)c1	0.0	40*	2%	-4	19%	?	22%	0%	17%
More structures follow.
SMILES	D2 agonist	D2 antagonist	Vif-APOBEC3G blk	LDHA inh	Vif-A3F inh	12-LOX inh	ERG-DNA inh	GRP78 ERSR act	RGS4 inh
COc1cccc(C=Cc2nccc3ccccc23)c1OC	.	.	?	-5	-3%	?	.	-6%	.
C/C(CC(=O)Nc1cc(Cl)ccc1C)=N\NC(N)=O	-0.4	-20	7%	-4	11%	11%	-4%	0%	-10%
CCC1CCCCN1C(=O)c1sc2nc(C)nc(N(CC)CC)c2c1C (configuration not stated)	-0.8	-1	-3%	0	5%	6%	-3%	-6%	-2%
COc1ccccc1C1CC(c2ccc(F)cc2)Nc2ncnn21 (configuration not stated)	1.0	-10	0%	-1	8%	-7%	-2%	-3%	8%
O=S(=O)(c1ccc2c(c1)CCCN2)N1CCCC2CCCCC21 (configuration not stated)	1.0	9	-21%	-4	-11%	9%	10%	-3%	-10%[56.9 µM]
Cc1cccc(C)c1NC(=O)CSCCO	-0.5	0	1%	-7	0%	-5%[57.4 µM]	-9%	-2%	14%
Cc1cc(C(=O)N/N=C/c2ccc([N+](=O)[O-])o2)c(C)o1	-0.6	5	-14%	1	0%	?	2%	-11%	9%
CC(C)(C)c1csc(NC(=O)Cn2c(=O)oc3ccccc32)n1	0.8	-22	-11%	-3	-10%	-14%	12%	-1%	-38%
O=Cc1ccc(-n2cccn2)cc1	2.4	-10	3%	-8	9%	10%	-1%	-3%	28%
O=C(NCc1ccco1)C1CCN(C(=O)N2CCOc3ccccc32)CC1	0.2	.	0%	-6	3%	9%	1%	-3%	0%
CC1CC(C)C(=NNC(N)=O)C(C(O)CC2CCC(=O)NC2=O)C1 (configuration not stated)	.	.	0%	-10	8%	27%	-11%	-8%	12%
Cn1cnc([N+](=O)[O-])c1Sc1ncnc2nc[nH]c12	.	.	-25%	4	6%	?	7%	-2%&-5%&4%&0%&-3%&-2%	3%[56.9 µM]
Cc1cccc2nc(CSc3nncn3-c3ccccc3)cn12	-0.2	-5	-1%	-3	.	?	-8%	-2%	-3%
N#CCN1C(=S)N=C(Nc2cccc(Cl)c2)C12CCCCC2	0.7	-8	0%	-6	5%	-4%	4%	-3%	29%
O=C(COC(=O)c1cccc(OC(F)F)c1)NC(=O)NC1CCCCC1	.	.	4%	1	-7%	-22%	17%	-4%	-22%
CCCCCOc1ccc(C(O)C(CN2CCOCC2)c2ccccc2)cc1 (configuration not stated)	-0.7	-2	-11%	-6	-47%	?	10%	-3%	-41%[56.9 µM]
Cc1ccc(-n2nc(C(=O)O)c(O)cc2=O)cc1	0.9	0	1%	9	-29%	-19%	3%	-2%	-17%
CC(=O)Nc1ccc(N/C=C/C(=O)c2ccco2)cc1	-0.1	-9	-1%	-1	-1%	12%	-12%	-2%	-11%
O=C(O)Cn1cnc2ccccc2c1=O	-1.3	-8	1%	-6	-5%	-7%	.	-7%	4%
O=C(CN1C(=O)c2ccccc2C1=O)OCC(=O)N1CCN(c2ccccc2)CC1	0.0	0	2%	2	-7%	4%	-16%	-3%	-4%
CCC(=O)N1CCc2cc(S(=O)(=O)N(C)c3ccc(OC)cc3OC)ccc21	0.1	-9	-5%	-3	7%	17%	-4%	-1%	3%
O=C(NCc1ccco1)C(=O)NCC1OCCN1S(=O)(=O)c1ccccc1 (configuration not stated)	0.6	-6	4%	-1	0%	18%	-8%	-2%	-1%
CCN(CC)C(=O)C1=C(C)N(CCCOC)C(=O)C(CC(=O)NCCCCc2ccccc2)C1 (configuration not stated)	.	.	1%	-1	-3%	-5%	.	-2%	.
Cc1cc(=O)[nH]c(N/N=C/c2c(O)n(-c3ccccc3)c(=O)c3ccccc23)n1	-0.1	-3	-2%	-3	-3%	?	-15%	-5%	1%
CCCCCCCC(=O)Nc1cc(C(=O)NCCC)ccc1N1CCC2(CC1)CC(c1ccccc1)=NO2	1.3	-5	6%	2	10%	0%	-13%	-2%	7%

Gathered by group: those above with bromine
SMILES	D2 agonist	D2 antagonist	Vif-APOBEC3G blk	LDHA inh	Vif-A3F inh	12-LOX inh	ERG-DNA inh	GRP78 ERSR act	RGS4 inh
CN1C(=O)C2(c3ccccc31)N(c1ccc(Br)cc1)C(=O)CS2(=O)=O (configuration not stated)	0.5	.	-3%	2&0	-2%	-23%&-9%	-1%	-1%	6%
O=S(=O)(c1cccc(F)c1)N1CCN(Cc2cc3c(cc2Br)OCCO3)CC1	0.6	-8	-1%	0	3%	156%[activator]	3%	-4%	-12%

Only part of the results is shown, so the mix of outcomes need not match the whole.
